A-T KAP1 phos: potential ataxia-telangiectasia treatments restoring KAP-1 phosphorylation | Potency, µM (top dose mostly 57.5 µM), inactives show top-dose activation, hits mostly activators | […] A-T fibroblasts, KAP-1 phosphorylation AlphaLISA; neocarzinostatin DNA damage 30 min before lysis | AID 485349 | hit rate 0.19% among 320,000; further: potency means the concentration at half of the fitted maximal effect; % of control where 0% means no effect; nearly all actives have a fitted effect of over 45% in size
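ATM-like activity read as KAP-1 phosphorylation via AlphaLISA donor/acceptor antibody pairs after lysis and 6 hr at 25C. Cells were ATM-null patient fibroblasts ([…], hTERT), dosed 60 min, then exposed to the DSB inducer NCS for 30 min.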
TCR act: activators of T cell receptors | primary human leukocytes, anti-CD3, IL-2 HTRF, 48 h | Potency, µM (series often up to 9.22 µM), for the others: top-dose activation of IL-2 secretion, hits mostly activators | 330,000 tested, under 10 active | AID 504894; further: % of control where 0% means no effect
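Primary human leukocytes receive a-CD3 beads and test compound and are incubated 48 hr. Secreted IL-2 is then assayed by HTRF, measuring 665nm acceptor emission after 320nm excitation of the europium donor.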
CXXC DNA block: blocks binding of human MLL CXXC domain to DNA; Q03164; MLL-CXXC / FITC-HOXA9 DNA fluorescence polarization; Potency, µM (top dose mostly 115 µM), for the others: top-dose activity change, negative = inhibition, usual class: inhibitors; hit rate 0.037% among 290,000; active means well fitted inhibition curve with a large enough effect in the polarisation, with a control signal flat, not every such curve was filed as active; inconclusive means small, poorly fitted or top-dose-only effect, or effect the other way, or a change in a side signal; inactive means no such curve, though single readings can be large or run the other way; the % refers to the polarisation; further: potency means the concentration at half of the fitted maximal effect
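Steps: dispense CXXC domain solution (7 uM) → pin compounds or unlabeled HOX-A9 DNA control → 5 min ambient → add FLSN-HOX-A9 solution (50 nM) → spin → 30 min ambient → fluorescence polarization. Tris pH 7.5/NaCl/DTT/BSA buffer.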
Giardia killer: kills Giardia lamblia; Giardia lamblia trophozoite viability; activity change, % at 7.66 µM, hits read low; hit rate 0.15% among 340,000; AID 540267; in the data active means activity change below about -80%; inconclusive means between about -30% and that limit;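 further: parasites exposed to compound for two days anaerobically before the ATP read; on the % scale 0 is the no-effect control and ±100 the full control effect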
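Compounds were tested on trophozoites seeded at 100 cells/well and held 48 hrs at 37 deg C anaerobically. An ATP-based luminescent kit measured the remaining live cells.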
BCR signal inh: chronic active BCR signaling inhibition. ABC-DLBCL IkBa-CBG/CBR reporter, luminescence ratio, 4 h. Potency, µM (top dose mostly 46.1 µM), without a hit: at the highest dose ratio change, negative = lower green/red ratio, usual class: inhibitors. hit rate 0.05% among 340,000. AID 493014; active means well fitted inhibition curve with a large enough effect in the signal ratio, with a control signal flat, not every such curve was filed as active; inconclusive means small, poorly fitted or top-dose-only effect, or effect the other way, or a change in a side signal; the % refers to the signal ratio;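 further: potency means the concentration at half of the fitted maximal effect; plate controls were basal doxycycline-induced cells for no effect and cells given 10 µM MG132 for full effect; MG132 reads +100%, hits lower the ratio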
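Concentration-response series (up to 46 uM) were applied to TMD8 dual-reporter cells for 4 h at 37C with doxycycline. Green/red ratio, after filter-overlap correction, defined %Activity; red signal alone was normalised to basal cells and zero luminescence.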
GALK inhibitor: inhibitors of human galactokinase | hit rate 0.007% among 270,000 | P51570 | Potency, µM (titrated, usually from 57.5 µM), inactives show at the top dose activity change, negative = inhibition, hits mostly inhibitors | AID 1868 | Purified GALK, Kinase-Glo residual ATP luminescence; further: potency means the concentration at half of the fitted maximal effect; on the % scale 0 is the no-effect control and ±100 the full control effect
Target sequence (P51570 whole entry, looked up): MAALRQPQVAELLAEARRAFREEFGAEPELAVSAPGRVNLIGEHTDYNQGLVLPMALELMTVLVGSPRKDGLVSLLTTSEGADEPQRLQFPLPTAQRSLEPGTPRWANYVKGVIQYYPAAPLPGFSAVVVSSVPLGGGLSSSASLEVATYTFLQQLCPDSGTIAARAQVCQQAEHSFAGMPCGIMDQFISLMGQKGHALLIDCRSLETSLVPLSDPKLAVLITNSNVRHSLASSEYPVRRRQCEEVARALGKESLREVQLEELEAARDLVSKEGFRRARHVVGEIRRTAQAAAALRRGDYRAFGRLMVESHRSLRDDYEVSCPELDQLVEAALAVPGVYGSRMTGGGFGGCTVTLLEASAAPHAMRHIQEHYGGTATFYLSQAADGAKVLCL
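5 nM enzyme, 35 uM ATP, 100 uM galactose, 20 mM HEPES pH8.0, 5 mM MgCl2; 1 h RT; residual ATP by Kinase-Glo Plus luminescence, qHTS format.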
hERG WT inh: KCNH2 (human, wildtype) channel inhibition | Q12809 | activity change, % at 1.84 µM | U2OS, BacMam KCNH2, thallium flux FluxOr; hits give low values | AID 720551 | hit rate 0.37% among 340,000;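 active means maximum activity change below -70%; inconclusive means maximum activity change between -70% and -50%; inactive means maximum activity change above -50%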; further: on the % scale 0 is the no-effect control and ±100 the full control effect
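U2OS cells were transduced with wild-type KCNH2 virus (2.03 x 10^8 / mL) for 4 h at room temperature, then cultured overnight at 37 C. Thallium flux was read with FluxOr dye. Rate constants were normalized to DMSO controls.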
Tb PFK block: blocks T. brucei phosphofructokinase; AID 485367; O15648; T. brucei PFK, ADP-Glo luminescence; hit rate 0.17% among 330,000; Potency, µM (doses to about 57.5 µM), inactives show at the top dose activity, negative = inhibition, most hits filed as inhibitors;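 further: potency means the concentration at half of the fitted maximal effect; 0% = uninhibited 1x PFK enzyme wells and -100% = no-enzyme wells; nearly all actives have a fitted effect of over 60% in size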
Target sequence (O15648 whole entry, looked up): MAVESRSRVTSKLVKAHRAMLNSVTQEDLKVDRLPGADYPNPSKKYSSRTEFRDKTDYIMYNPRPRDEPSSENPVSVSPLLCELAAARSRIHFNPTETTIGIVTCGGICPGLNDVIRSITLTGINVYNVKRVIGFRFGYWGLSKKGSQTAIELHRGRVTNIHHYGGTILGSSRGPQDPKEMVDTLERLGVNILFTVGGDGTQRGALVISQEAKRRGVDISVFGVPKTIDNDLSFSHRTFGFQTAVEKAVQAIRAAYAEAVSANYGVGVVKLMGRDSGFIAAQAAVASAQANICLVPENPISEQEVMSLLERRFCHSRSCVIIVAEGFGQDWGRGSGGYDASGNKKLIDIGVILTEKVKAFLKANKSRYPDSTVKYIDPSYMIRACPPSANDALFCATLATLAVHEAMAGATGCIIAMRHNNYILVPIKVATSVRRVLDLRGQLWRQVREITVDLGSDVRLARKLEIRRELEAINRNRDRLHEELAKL
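In TEA buffer at pH 8.0 with 5 mM MgCl2, enzyme (1.25 nM) converted F6P (0.5 mM) and ATP (0.1 mM) for 45 min at room temperature. ADP product was read by luciferase luminescence.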
FBPA coupling cs: inhibits coupling enzyme system, counter-screen for aldolase hits; AID 2472; coupling enzyme system counterscreen, AmpLite Red fluorescence; activity change, negative = inhibition, % at 58.2 µM, hits read low; hit rate 0.67% among 290,000; in the data active means activity change below about -30%; further: on the % scale 0 is the no-effect control and ±100 the full control effect
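Coupling enzymes only (glyceraldehyde-3-phosphate) + compound, at 57.5 uM final, 10 min RT; add substrate/coupling/AmpLite Red mix, 20 min RT; fluorescence ex 525/em 598 nm. Actives flag coupling-system interference.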
TSHR antag: antagonists of human thyroid stimulating hormone receptor; activity change, negative = inhibition, % at 11.5 µM; P16473; TSHR-expressing cells, TSH-stimulated cAMP HTRF, 2 h; hits give low values; hit rate 0.2% among 330,000; AID 504810;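 active means activity change below a set negative limit, meaning inhibition stronger than a set level, cut at about -70% in these data; inconclusive means activity change between two set negative limits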; further: on the % scale 0 is the no-effect control and ±100 the full control effect
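Competitive HTRF cAMP read-out (cryptate anti-cAMP antibody, cAMP-d2; 30 min, room temperature) in freshly harvested TSHR cells. Compounds added before TSH at EC80 (4nM final), followed by 2 hours' incubation at 37 deg C.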
* = called active by the depositor; i = inactive; ? = inconclusive; · = not tested or not shown; [ ] = another dose, or the depositor's remark. Unless noted, the call rests on the fitted dose curve; in most records, active means well fitted curve in the direction sought with a large enough effect; inconclusive means small, poorly fitted or top-dose-only effect, or another doubt; inactive means no such curve, though single readings can be large; an effect the other way counts as inactive or inconclusive.

SMILES	A-T KAP1 phos	TCR act	CXXC DNA block	Giardia killer	BCR signal inh	GALK inhibitor	hERG WT inh	Tb PFK block	FBPA coupling cs	TSHR antag
Cc1ccccc1N(Cc1cc(=O)[nH]c2ccccc12)C(=O)C(C)C	0%	0%	2%	-1	-6%	·	-21	5%	5	3
COc1ccc(C2(C)NC(=O)N(CC(=O)NC3CC3)C2=O)cc1 (configuration not stated)	-1%	2%	·	7	0%	·	-7	0%	·	-8
CCCOc1ccc(Cc2c(Cl)nc(SC)nc2N(C)C)cc1	12%	2%[46.1 µM]	1%	9	9%	-3%	i	-2%	1	-35
COc1cc(/C=N/OCC(=O)NC2CCCCC2C)ccc1OCc1ccc(Cl)cc1 (configuration not stated)	2%	13%[46.1 µM]	-6%	-15	?	1%	-16	-3%	0	-24
Cc1ccc(S(=O)(=O)CC(c2ccccc2)N2CCCCC2)cc1 (configuration not stated)	-1%	-2%	-5%	4	-4%	7%	3	-1%	-2	-12
COc1cccc(/C=C/C(=O)Nc2ccc3c(c2)OCCO3)c1OC	-7%	3%	-15%	?	?	9%	2	2%	0	5
COc1ccc2[nH]c3c(c2c1)CCN1C(=O)C(CC(=O)NCCN2CCOCC2)C[C@H](C(=O)N(C(C)C)C(C)C)[C@@]31C (some centres not stated)	18%	-1%[46.1 µM]	·	1	-5%	·	12	5%	·	22
Cc1cccn2cc(-c3ccc4c(c3)NC(=O)CO4)nc12	4%	-1%	-8%	-10	3%	1%	0	-5%	-7	7
Cc1ccc(S(=O)(=O)N2CCC(C(=O)NNC(=O)c3ccccc3)CC2)cc1	0%	1%	-11%	-12	0%	2%	15	3%	1	7
Cc1ccc(C(=O)NCC(=O)OCC(=O)Nc2cccc(S(=O)(=O)N3CCCC3)c2)cc1C	2%	-7%	-2%	34[activator]	-15%	5%	1	5%	8	-3
COc1ccc(Cn2c(=O)oc3ccc(C)cc32)cc1	2%	-2%	24%	-13	0%	-1%	2	1%	1	-7
CC(C(=O)OCC(=O)c1ccc(F)cc1)N1C(=O)C2C3C=CC(C3)C2C1=O (configuration not stated)	3%	6%	-1%	4	-3%	5%	-6	-1%	-3	3
COc1ccc(-c2noc(CCC(=O)NC3CCCCCC3)n2)cc1	9%	2%	29%	1	3%	2%	-4	1%	1	3
O=C(/C=C/c1cccc([N+](=O)[O-])c1)Nc1cc(C(=O)O)cc(C(=O)O)c1	3%	-1%	2%	31[activator]	-9%	-3%	27	14%	3	19
Cc1cc2oc(=O)cc(Cn3ncc(Cl)c(Cl)c3=O)c2cc1Cl	-8%	3%	-3%	21	?	-1%	-7	4%	1	-35
CC(C)(C)NC(=O)N1CCN(c2nc(-c3ccccc3)ns2)CC1	21%	-7%	-11%	31[activator]	4%	·	2	-4%	0	21
Cc1cc(/C=C(\C#N)C(=O)Nc2ccccc2)c(C)n1-c1ccc2c(c1)OCO2	1%	·	21%	1	-3%	1%	3	-2%	-2	-23
CNCCCNC(=O)c1ccc(/C=N/O)nc1	-5%	0%	-3%	15	-4%	4%	0	1%	0	6
O=S(=O)(c1ccc(=S)[nH]c1)N1CCCC1	8%	-1%[46.1 µM]	·	-1	1%	·	-4	-4%	·	-7
C/C(=N\NC(=O)Cn1nc(C)c([N+](=O)[O-])c1C)c1ccc(Cl)s1	?	5%	-3%	-15	-2%	-2%	-5	-1%	2	14
CCCNC(=O)NC1CCCCCCC1	9%	-5%	-11%	7	-5%	-1%	-3	0%	0	22
O=C(O)c1c2c(nc3ccc(S(=O)(=O)N4CCC(C(=O)NC5CCCC5)CC4)cc13)CCCCC2	2%	7%	-2%	-28	4%	-1%	-2	0%	1	13
CCOC(=O)N1CCC(NC(=O)c2csc3c2CCCC3)CC1	11%	-1%	0%	-28	12%	2%	4	1%	-15	-23
O=C(/C=N/O)NCC1CCNCC1	1%	-2%	1%	4	1%	0%	-1	-1%	-1	2
O=S(=O)(c1ccc(Oc2ccc3oc4ccccc4c3c2)nc1)N1CCCC1	3%	5%	-2%	2	2%	1%	-3	0%	2	-7
Nc1cc(N)nc(SCCOc2ccccc2F)n1	-3%	-3%[46.1 µM]	15%	6	?	2%	7	14%	2	-15
CCCc1cc(=O)oc2cc(OC(C)C(=O)NCCCn3ccnc3)ccc12 (configuration not stated)	10%	-1%	7%	-3	17%	-2%	-9	-6%	-2	-10
Brc1cccc(CN2CCN(c3ncccn3)CC2)c1	-6%	-7%	10%	7	?	-2%	8	-7%	1	-6
O=C(CSc1nccc(=O)[nH]1)N1CCN(c2ccccc2)CC1	2%	0%	-1%	0	0%	-2%	-17	-1%	3	1
Cn1c(=O)[nH]c(=O)c2c1nc(Sc1nc3ccccc3s1)n2Cc1ccccc1	2%	-5%	22%	-24	?	-3%	-6	5%	0	-23
CCCN1CCN(CCCNC(=O)c2ccc3nc(N4CCC(C)CC4)sc3c2)CC1	7%	-4%	4%	-21	?	·	4	0%	0	-1
Cc1cccc(OCCSc2ncnc3nc[nH]c23)c1	15%	5%	0%	-7	?	2%	-1	3%	0	2
S=C(NCC1CCCO1)NC1CCCCC1 (configuration not stated)	0%	-1%	-1%	-20	-9%	0%	-10	1%	3	7
CCOC(=O)C1=C(COC(=O)CCc2ccc(CC)cc2)NC(=O)NC1C (configuration not stated)	-2%	-3%	·	-1	-3%	·	-2	4%	·	9
Cc1ccccc1NC(=O)c1ccccc1O	1%	·	4%	10	-4%	0%	56	-1%	0	0
CCOC(=O)N1CCN(S(=O)(=O)c2cc(C)c(C)cc2C)CC1	·	-5%[46.1 µM]	7%	-6	-9%	0%	-6	2%	1	-3
O=C(O)c1ccc2nc(-c3ccccc3)sc2c1	3%	-5%[46.1 µM]	1%	-5	?	0%	-1	3%	11	-8
COc1ccc(C2=NCC(CSc3nnnn3C)S2)cc1 (configuration not stated)	20%	-1%	3%	-21	-15%	10%	16	-24%	1	-3
COCCNC(=O)Cn1nc(-c2ccccc2C)ccc1=O	7%	-3%	1%	2	1%	-5%	-9	2%	-2	-3
COc1ccc2c(c1)sc1nc(-c3ccccc3)cn12	?	-26%	2%	-91*	?	6%	-2	-4%	-19	0

10 entries from above, in CSV form:
structure,A-T KAP1 phos,TCR act,CXXC DNA block,Giardia killer,BCR signal inh,GALK inhibitor,hERG WT inh,Tb PFK block,FBPA coupling cs,TSHR antag
CCCN1CCN(CCCNC(=O)c2ccc3nc(N4CCC(C)CC4)sc3c2)CC1,7%,-4%,4%,-21,?,·,4,0%,0,-1
Cc1cccc(OCCSc2ncnc3nc[nH]c23)c1,15%,5%,0%,-7,?,2%,-1,3%,0,2
S=C(NCC1CCCO1)NC1CCCCC1 (configuration not stated),0%,-1%,-1%,-20,-9%,0%,-10,1%,3,7
CCOC(=O)C1=C(COC(=O)CCc2ccc(CC)cc2)NC(=O)NC1C (configuration not stated),-2%,-3%,·,-1,-3%,·,-2,4%,·,9
Cc1ccccc1NC(=O)c1ccccc1O,1%,·,4%,10,-4%,0%,56,-1%,0,0
CCOC(=O)N1CCN(S(=O)(=O)c2cc(C)c(C)cc2C)CC1,·,-5%[46.1 µM],7%,-6,-9%,0%,-6,2%,1,-3
O=C(O)c1ccc2nc(-c3ccccc3)sc2c1,3%,-5%[46.1 µM],1%,-5,?,0%,-1,3%,11,-8
COc1ccc(C2=NCC(CSc3nnnn3C)S2)cc1 (configuration not stated),20%,-1%,3%,-21,-15%,10%,16,-24%,1,-3
COCCNC(=O)Cn1nc(-c2ccccc2C)ccc1=O,7%,-3%,1%,2,1%,-5%,-9,2%,-2,-3
COc1ccc2c(c1)sc1nc(-c3ccccc3)cn12,?,-26%,2%,-91*,?,6%,-2,-4%,-19,0

New compounds follow
SMILES	A-T KAP1 phos	TCR act	CXXC DNA block	Giardia killer	BCR signal inh	GALK inhibitor	hERG WT inh	Tb PFK block	FBPA coupling cs	TSHR antag
CCNC(=O)COC(=O)c1ccc(-n2nc(C)cc2C)cc1	-2%	0%	6%	0	4%	-2%	8	5%	0	-1
COc1ccc(CNC(=O)c2cccc3c2C(=O)N(CC2CCCO2)C3)cc1 (configuration not stated)	7%	1%	·	2	-4%	·	-4	0%	-3	5
O=C(OCC(=O)N1CCCCC1)c1n[nH]c(=O)c2ccccc12	-1%	2%	·	-1	-6%	·	-7	6%	·	2
CCCc1nc(SCc2ccc(OCC)cc2)n[nH]1	23%	4%	-6%	2	-6%	-2%	-29	-12%	-1	8

Screens: PubChem, National Center for Advancing Translational Sciences (NCATS)
